Wee1 degr inh = Wee1 degradation inhibitors, primary screen, cell-based, HeLa, Wee1K328M-luciferase, luminescence; Wee1-like protein kinase (Homo sapiens), P30291; HeLa Luc-Wee1K328M stability; 100% = proteasome inhibitor MG132 effect; reporter increase, % at 5 µM; actives 1.2% (n = 220,000); AID 1321, 2008;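 active means activation above the mean of all tested compounds plus 3 SD, set per screening run, cut at about 8.8% in these data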;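 further: cells exposed to compound for 20 h before luminescence read; 0% = DMSO alone and 100% = MG132 at 30 µM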
EP2 antag = human EP2 receptor antagonists, primary screen, TR-FRET cAMP, C6 glioma cells | Prostaglandin E2 receptor EP2 subtype (Homo sapiens), P43116 | C6 glioma cells expressing human EP2; cells stimulated with saturating PGE2 | inhibition, % at 25 µM | actives 0.52% (n = 260,000) | AID 1422, 2008;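 active means percent inhibition above 40 after rounding to a whole number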;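 further: rat C6 glioma host cells with rolipram phosphodiesterase inhibitor present; the protocol text gives 20 µM as final concentration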
Target sequence (P43116 whole entry, looked up): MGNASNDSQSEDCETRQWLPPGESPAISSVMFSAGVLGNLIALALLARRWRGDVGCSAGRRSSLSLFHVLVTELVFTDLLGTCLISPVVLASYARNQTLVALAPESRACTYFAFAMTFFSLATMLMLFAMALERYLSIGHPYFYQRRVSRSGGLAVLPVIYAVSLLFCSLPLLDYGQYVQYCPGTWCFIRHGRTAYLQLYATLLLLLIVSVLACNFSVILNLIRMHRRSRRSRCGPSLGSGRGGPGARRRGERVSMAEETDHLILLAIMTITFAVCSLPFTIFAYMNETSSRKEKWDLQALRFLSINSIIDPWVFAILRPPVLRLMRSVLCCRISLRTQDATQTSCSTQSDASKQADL
FXIIa inh 1536 = human FXIIa protease inhibitors, primary screen, biochemical, 1536-well. purified FXIIa, Boc-QGR-AMC fluorogenic substrate, 2 h. inhibition, % at 5 µM. actives 0.3% (n = 220,000). AID 800, 2007; in the data active means inhibition above about 40%;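 further: 0% = enzyme with no compound and 100% = blank without enzyme; many of its hits are not listed in these tables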
Tb hexokinase = Trypanosoma brucei hexokinase 1 inhibitors, primary screen, biochemical, G6PDH-coupled NADH absorbance, MLSCN library; recombinant TbHK1, G6PDH-coupled NADH A340; inhibition, % at 10 µM; actives 0.11% (n = 220,000); AID 1430, 2008;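 active means inhibition of 50% or more in the single-dose primary screen; inactive means inhibition below 50%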
CHOP inh = inhibitors of CHOP promoter induction, primary screen, cell-based, unfolded protein response, luciferase reporter; CHO-K1 CHOP-promoter luciferase, tunicamycin-induced, 15-18 h; inhibition, % at 10 µM; actives 3.8% (n = 220,000); AID 2732, 2010;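 active means compounds that reduced the stress-induced luciferase reporter signal by more than about 70% of percent inhibition, limit read from the data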;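 further: 0% = tunicamycin plus vehicle and 100% = wells without tunicamycin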
FXIa inh = human FXIa protease inhibitors, primary screen, biochemical, 1536-well; Coagulation factor XI (Homo sapiens), P03951; actives 0.14% (n = 220,000); AID 798, 2007; purified FXIa, Boc-Glu-Ala-Arg-AMC fluorogenic substrate; inhibition, % at 5 µM;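 active means inhibition of at least 40%; inactive means inhibition below 40%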;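 further: fluorescence of freed AMC excited at 355 nm; 0% = enzyme without compound and 100% = no enzyme blank; many of its hits are not listed in these tables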
Target sequence (P03951 19-387 limits assumed): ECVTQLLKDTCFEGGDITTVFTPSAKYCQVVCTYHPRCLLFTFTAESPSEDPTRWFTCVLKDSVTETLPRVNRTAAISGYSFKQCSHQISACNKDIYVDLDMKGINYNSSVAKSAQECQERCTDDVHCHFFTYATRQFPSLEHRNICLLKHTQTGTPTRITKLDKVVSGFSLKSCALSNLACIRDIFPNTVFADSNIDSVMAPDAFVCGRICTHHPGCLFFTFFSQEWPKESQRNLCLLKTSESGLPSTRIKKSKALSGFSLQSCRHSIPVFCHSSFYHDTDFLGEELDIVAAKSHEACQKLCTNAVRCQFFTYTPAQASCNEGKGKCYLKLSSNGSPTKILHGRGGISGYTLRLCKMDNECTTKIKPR
Target sequence (P03951 388-625 limits assumed): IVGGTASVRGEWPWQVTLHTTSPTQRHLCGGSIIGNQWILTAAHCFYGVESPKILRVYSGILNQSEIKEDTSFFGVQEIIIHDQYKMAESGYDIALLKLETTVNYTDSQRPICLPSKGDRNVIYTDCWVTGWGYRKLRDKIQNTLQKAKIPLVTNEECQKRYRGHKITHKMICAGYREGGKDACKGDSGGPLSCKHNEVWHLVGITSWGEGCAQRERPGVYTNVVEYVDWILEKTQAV
TNF death inh = inhibitors of TNF-alpha triggered necroptosis, primary screen, cell-based, Jurkat FADD-/-, single concentration; Jurkat FADD-/- TNF necroptosis rescue, ATP luminescence, 24 h; 0 = TNF only, 100 = no-TNF cells; activation (protection from cell death), % at 10 µM; actives 0.068% (n = 220,000);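 active means activation, meaning protection from cell death, of at least 50% relative to plate controls; inactive means activation below 50%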;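 further: necroptosis triggered by 40 ng/mL TNF-alpha added together with compound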
L929 necroptosis = inhibitors of zVAD-triggered necroptosis, primary screen, L929 cells; L929 zVAD necroptosis rescue, ATP luminescence, 24 h; with zVAD 60 µM; viability rescue, % at 10 µM; actives 0.38% (n = 220,000);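 active means activation, scaled between plate controls, above about 75%, limit read from the data; inactive means activation under that limit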;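 further: 0% = zVAD with DMSO and 100% = DMSO alone without zVAD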
PPC-1+TRAIL kill = compounds killing PPC-1 cancer cells with TRAIL present, primary screen, TRAIL potentiator project, ATPLite luminescence, uHTS | cell killing (% activity), % at 4 µM | PPC-1 cells + TRAIL, ATPLite viability luminescence | actives 0.41% (n = 220,000);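 active means cell killing above 50% in the first pass at 4 µM, then a duplicate retest at 5 µM averaging 50% or more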;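 further: plate controls were cells with TRAIL plus DMSO for no effect and medium-only wells lacking cells for full effect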
The depositor's hits bear a star; / = no result given; & = joins results of further samples; ! = a repeat was not active. Some of the compounds tested; count on the stated rates, not on these rows.

Under each structure: Wee1 degr inh	EP2 antag	FXIIa inh 1536	Tb hexokinase	CHOP inh	FXIa inh	TNF death inh	L929 necroptosis	PPC-1+TRAIL kill
> CCOC(=O)C(O)(c1ccc(NC(=O)Oc2ccccc2)cc1)C(F)(F)F (stereo unspecified)
    -2	6	6	-10	39	-10	3.3	0.9	10
> CCN(CC)CCCNC(=O)c1c(O)c2ccccc2n(Cc2ccccc2)c1=O
    0	8	12	5	11	4	-2.8	0.4	13
> Cc1ccc(Sc2ccc(C=C3C(=O)N(C)C(=O)N(C)C3=O)o2)cc1
    2	24	-3	-4	-8	-3	-0.4	0.6	27
> O=c1cccc2n1CC1CC2CN(Cc2cccc(Cl)c2Cl)C1 (stereo unspecified)
    0	6	13	2	-3	12	1.0	0.5	-4
> O=C(Nc1ccccc1)c1cccn(Cc2ccccc2)c1=O
    3	7	12	-10	3	2	-4.2	7.3	13
> CC(=O)Nc1ccccc1C(=O)OCC(=O)c1ccc2ccccc2c1
    0	10	11	-1	20	-1	-4.1	-0.1	6
> CC(C)Oc1ccc(CCN)cc1Cl
    2	5	16	12	-2	12	1.9	0.4	12
> O=C(O)[C@H]1NC[C@H]2C[C@H]21
    2	2	2	-5	5	-4	1.1	0.6	-15
> c1ccc2c(c1)CSc1ccccc1C2C1=NCCN1 (stereo unspecified)
    -3	4	-2	3	0	-12	-5.2	0.9	12
> c1ccc(C2CN3CCC2CC3)cc1 (stereo unspecified)
    -1	6	6	-9	8	-4	4.1	0.4	0
> C=CCn1c(O)c(C=Nc2ccc(N(CC)CC)cc2)c(=O)[nH]c1=O
    -1	4	24	-10	71*	6	0.3	0.7	6
> Fc1ccccc1CCNCc1ccccc1
    -3	8	5	6	-36	-4	1.9	-0.5	-6
> C/C(Cl)=C/CC1(CN2CCCC2=O)C(=O)NC(=O)NC1=O
    1	3	12	0	18	-7	0.8	0.0	21
> CSc1ccccc1C(=O)C1CCCN(Cc2cccc(C)n2)C1 (stereo unspecified)
    3	2	3	-1	18	-5	1.6	0.4	15
> CN(C)c1ccc2c(c1)N=C(c1ccco1)OP2(=S)N1CCOCC1 (stereo unspecified)
    -5	8	9	2	-1	-5	-5.0	-0.2	19
> CCCCCCn1c(N)c(C(=O)NCCN2CCOCC2)c2nc3ccccc3nc21
    0	4	2	-17	86*	-4	-11	1.3	13
> O=c1c(C=NCCN2CCNCC2)c(O)n(C2CCCCC2)c(=O)n1C1CCCCC1
    -2	3	10	14	10	-4	-2.0	-0.9	-12
> O=C1NC(=S)NC(=O)C1=Cc1cccc2cc3ccccc3cc12
    -2	98*!	7	-15	108*	-5	18	45	18
> Cc1ccn2nc(S(=O)(=O)Nc3c(F)cccc3F)nc2n1
    -2	2	1	2	18	2	1.8	0.6	22
> CCC(=O)N1N=C2C3CCN(CC3)C2C1c1ccc(C)cc1 (stereo unspecified)
    0	9	-3	7	-1	0	2.0	/	19
> O=C1NC(=O)N(Cc2ccc(F)cc2)C(=O)/C1=C\c1ccoc1
    1	23	9	-6	-52	4	-1.3	-0.4	22
> CCC1(CC)C(=O)NC(=Nc2cccc(C(F)(F)F)c2)NC1=O
    -4	3	4	5	14	5	-2.6	-0.3	11
> Cc1ccc2cccc(OC(=O)N(C)c3ccccc3)c2n1
    -2	-3	2	5	5	-5	-0.5	-1.6	33
> CCN1CCN(Cc2ccc(C)cc2)CC1
    -1	6	13	-1	-10	2	2.6	-0.7	13
> Cn1cccc1CN1CCN(C(=O)COc2ccccc2)CC1
    3	8	11	3	0	-5	-3.3	0.1	5
> CSc1nc2ccc(C)cc2c(=O)n1-c1cccnc1
    2	9	8	-8	8	3	-2.7	0.1	-9
> O=C1NC(=O)N(c2ccc3c(c2)OCO3)C(=O)/C1=C\c1ccc(-c2ccccc2C(=O)O)o1
    0	9	13	-36	0	8	0.9	-0.2	-7
> c1ccc(-c2ccc(-c3n(-c4ccccn4)c4ccccc4[n+]3-c3ccccn3)cc2)cc1
    8	7	0	-8	-11	-2	-0.1	-0.3	11
> Cc1ccccc1NP(=O)(Oc1ccccc1F)Oc1ccccc1F
    8	4	-2	-1	-23	5	0.9	0.2	-2
> Cc1ccnc(-n2c(C)cc(/C=C3\C(=O)NC(=S)N(C)C3=O)c2C)c1
    0	14	-6	-3	-17	-6	-9.5	-0.9	8

Among those listed so far, 2 contain a CF3 group.
Under each structure: Wee1 degr inh	EP2 antag	FXIIa inh 1536	Tb hexokinase	CHOP inh	FXIa inh	TNF death inh	L929 necroptosis	PPC-1+TRAIL kill
> CCOC(=O)C(O)(c1ccc(NC(=O)Oc2ccccc2)cc1)C(F)(F)F (stereo unspecified)
    -2	6	6	-10	39	-10	3.3	0.9	10
> CCC1(CC)C(=O)NC(=Nc2cccc(C(F)(F)F)c2)NC1=O
    -4	3	4	5	14	5	-2.6	-0.3	11

Additional compounds follow:
Under each structure: Wee1 degr inh	EP2 antag	FXIIa inh 1536	Tb hexokinase	CHOP inh	FXIa inh	TNF death inh	L929 necroptosis	PPC-1+TRAIL kill
> O=c1[nH]c(=O)n(CCc2ccc(F)cc2)c(O)c1/C=N/N1CCCCC1
    -3	11	7	-14	4	-2	-0.3	1.4	21
> CC(C(=O)c1c[nH]c2ccccc12)N1CCSCC1 (stereo unspecified)
    2	11	13	0	-11	1	-1.0	0.0	-14
> CC1CC(OC(=O)c2ccccc2)(c2ccccc2)C(C)CN1C (stereo unspecified)
    -2	15	3	14	-9	-5	-1.2	-0.8	27
> O=C1NC(=O)C(=Cc2ccc(SC3CCCCC3)o2)C(=O)N1
    1	37	2	4	108*	-10	-2.5	0.5	21
> COc1ccccc1OCC#CCN1CCCC1
    2	8	-2	-1	9	-2	0.0	1.4	16
> C=CCN(CC=C)Cc1c[nH]c2ccccc12
    0	13	11	2	-44	5	-16	0.1	12
> Cc1ccc(S(=O)(=O)NCCC(=O)Nc2ccc(Cl)cc2C(=O)c2ccccc2)cc1
    2	2	7	8	94*	7	2.2	0.0	4
> COC(=O)C(O)(c1ccc(NC(=O)Oc2ccccc2)cc1)C(F)(F)F (stereo unspecified)
    1	8	8	1	8	3	1.9	1.3	-2
> Cc1ccc(S(=O)(=O)N2CC3CC(C2)c2cccc(=O)n2C3)cc1 (stereo unspecified)
    -2	6&15	12	2	-26	4	-1.3	0.0	9
> CCN1C(=O)/C(=C\c2ccc([N+](=O)[O-])s2)C(=O)NC1=S
    2	20	12	-3	-88	1	-5.8	-2.1	/
> CC(=O)C1=C(C)OC(N)=C(C(=O)OC(C)C)C12C(=O)Nc1ccccc12 (stereo unspecified)
    2	6	4	-3	11	1	-4.3	-0.6	8
> C[C@]12CCC(=O)C=C1CCC1C2CC[C@@]2(C)C1CC[C@@]2(O)CC#N (stereo partly specified)
    -2	4	17	1	13	9	2.5	1.9	14
> OC(Cn1c2ccccc2c2ccccc21)C[n+]1ccccc1 (stereo unspecified)
    -2	4	9	2	-15	-3	-2.1	-0.1	20
> Cc1ccsc1C(=O)C1CCCN(Cc2ccc(O)cc2)C1 (stereo unspecified)
    -3	3	7	3	10	1	2.0	-0.6	11
> CN(C)CCN=Cc1c(O)n(-c2cccc(C(F)(F)F)c2)c(=O)[nH]c1=O
    2	12	12	0	32	-9	0.9	1.6	17
> CN1CCN(Cc2nc3ccccc3n2C)CC1
    -1	12	-1	0	-28	-1	-0.7	0.3	-12
> COc1ccc(CN2CCCC(C(=O)c3sccc3C)C2)cc1O (stereo unspecified)
    1	5	10	9	21	0	2.6	-0.6	-2
> CCC(=NCCc1c[nH]c2ccccc12)c1c(O)n(C)c(=O)n(C)c1=O
    -3	10	16	2	63	-9	-10	0.7	8
> C[N+]12CN3CN(CN(C3)C1)C2
    0	7&6	-4	-2	-2	-8	-0.3	0.2	-7
> CC(C(=O)c1c[nH]c2ccccc12)N1CCN(C(=O)c2ccco2)CC1 (stereo unspecified)
    -1	5	13	-7	12	6	2.1	0.3	16
> O=C(c1ccc2c(c1)ncn2C1CCCCCC1)N1CCC2(CC1)OCCO2
    -1	8	-1	-2	/	-7	-7.4	0.5	3
> CCOc1ccc(-n2c(-c3ccoc3)nc3ccccc3c2=O)cc1
    -1	12	10	-8	30	2	0.0	1.3	2
> CC(=O)c1ccc(OC(C)C)c(Cc2c(O)[nH]c(=S)[nH]c2=O)c1
    2	4&11	1	2	-2	-6	0.9	3.6	22
> Oc1ccccc1/C=N/NP(=S)(c1ccccc1)c1ccccc1
    4	0	10	7	41	-3	3.7	0.6	17
> CCN(CC)S(=O)(=O)c1ccc(N=Cc2c(O)n(-c3ccccc3)c(=O)[nH]c2=O)cc1
    1	6	11	-1	21	2	-2.5	0.1	16
> O=c1[nH]c(=O)n(CCC2=CCCCC2)c(O)c1/C=N/Nc1cccc2ccccc12
    -2	9	3	-18	71*	-1	-1.7	-0.1	13
> CN1CC=C2C(C#N)=C(N)C(C#N)(C#N)C(c3ccncc3)C2C1 (stereo unspecified)
    -1	11	-12	4	/	-9	-0.8	0.5	14
> COC(=O)[C@@H]1C[C@H]1[C@@H](NP(=O)(c1ccccc1)c1ccccc1)c1ccccc1
    1	10	10	-2	-3	2	-7.8	50	8
> COP(=O)(Cc1ccc(C#N)o1)OC
    1	2	12	-4	-8	-5	0.0	-0.8	0
> CN(C)CCc1nn[nH]n1
    -2	9	-3	0	22	-7	-1.3	-0.2	12
> Cc1cc(C)cc(-n2c(O)c(C=Nc3ccc(N4CCOCC4)cc3)c(=O)[nH]c2=S)c1
    2	9	12	11	32	3	-2.8	0.8	23
> Cn1c(O)c(C(=Nc2ccccc2)SCc2ccccc2Cl)c(=O)n(C)c1=O
    -4	6	-1	-11	38	-4	-1.6	0.8	7
> OC1/C(=C/c2ccccc2F)N2CCC1CC2 (stereo unspecified)
    0	4	8	-4	-9	-2	0.9	1.4	12
> Cc1ccc2c(c1)C1CN(C)CCC1N2C(=O)c1ccco1 (stereo unspecified)
    -1	1	25	-6	-10	14	0.5	0.5	12
> Cn1cc2c([N+](=O)[O-])cc([N+](=O)[O-])cc2n1
    3	2	6	-3	-26	-1	-0.5	-1.1	19
> O=C1NC(=O)C(=Cc2cc3c(cc2[N+](=O)[O-])OCO3)C(=O)N1
    -2	5	9	-5	-1	4	-0.6	1.0	-2
> COc1ccc(-n2c(/C=C3/C(=O)Nc4ccccc43)nc3ccccc3c2=O)cc1
    2	6	/	0	-51	/	0.3	1.3	16
> COc1cc(CNCCc2ccc3c(c2)OCO3)cc(OC)c1OC
    1	1	4	2	-10	-3	1.3	-0.3	-10
> O=C(c1cc(S(=O)(=O)N2CCC3(CC2)OCCO3)ccc1F)N1CCC2(CC1)OCCO2
    -2	7	5	-2	-19	-7	0.5	1.4	29
> Cc1nn(Cc2ccc(Cl)cc2Cl)c(Cl)c1C(=O)Nc1ccc(OC(F)F)cc1
    8	8	6	-5	67	-1	1.3	1.0	16
> CCCCCSc1cc(OC)c(CCNC)cc1OC
    1	13	10	15	17	-3	-4.7	-0.6	25
> NC(Cc1nc2ccccc2[nH]1)c1ccc(Cl)cc1 (stereo unspecified)
    1	8	6	-10	-25	12	2.7	0.1	13
> COc1ccc(CCC(=O)N2CCC3(CC2)OCCO3)cc1
    3	1	5	-1	0	-10	0.0	0.1	25

Compound activity: PubChem BioAssay, several laboratories
